Source: PubChem BioAssay (The Scripps Research Institute Molecular Screening Center)
CHO-K1 Ca PAM: nonselective calcium activators in parental CHO-K1 cells, primary screen, counter-screen for M1 PAM project, cell-based, Fluo-8 calcium fluorescence, full deck, 1536-well | ATP EC20; 0% at ATP EC20, 100% at ATP max | activation, % at 3 µM | 0.02% of 360,000 active;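 active = activation above the run cutoff, the mean activation of all test compounds plus 3 SD, cut at about 40% in these data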;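 note: peak over basal fluorescence ratio in a 140 s read after ATP addition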
CHO-K1 Ca antag: M1 antagonist counterscreen hit in parental CHO-K1 cells | ATP-induced calcium, Fluo-8 fluorescence | inhibition, % at 3 µM | 0.6% of 360,000 active;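 active = inhibition above a per-plate cutoff, the plate's mean sample inhibition plus 3 SD, cut at about 24% in these data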;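 note: 0% = DMSO plus EC80 ATP and 100% = DMSO alone without ATP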
CHRM1 PAM: human M1 muscarinic receptor positive allosteric modulators, primary screen, CHO-K1 cells, Fluo-8 calcium fluorescence, 1536-well. CHO-K1 hM1, ACh EC20; 0% = ACh EC20, 100% = maximal ACh. activation, % at 3 µM. 0.088% of 360,000 active. AID 588819, 2011; in the data active = activation above about 19%, passing the limit was not always enough
Target sequence (P11229 whole entry, looked up): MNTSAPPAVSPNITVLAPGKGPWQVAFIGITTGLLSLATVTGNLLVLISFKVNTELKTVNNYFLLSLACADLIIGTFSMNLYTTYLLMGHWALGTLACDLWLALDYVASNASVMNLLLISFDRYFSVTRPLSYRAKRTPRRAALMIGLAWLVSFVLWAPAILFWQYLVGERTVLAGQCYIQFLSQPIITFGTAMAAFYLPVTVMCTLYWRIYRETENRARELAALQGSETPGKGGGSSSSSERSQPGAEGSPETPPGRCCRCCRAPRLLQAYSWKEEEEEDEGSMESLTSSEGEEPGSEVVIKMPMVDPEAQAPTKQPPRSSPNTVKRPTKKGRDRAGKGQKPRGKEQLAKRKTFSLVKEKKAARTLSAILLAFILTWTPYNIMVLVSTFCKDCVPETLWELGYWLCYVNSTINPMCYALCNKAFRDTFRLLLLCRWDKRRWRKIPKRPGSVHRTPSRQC
CHO parental Ca: ATP-evoked calcium signal inhibitors, parental CHO, primary screen, counter-screen for OX1R antagonist project, cell-based, fluorescence, Fluo-8 calcium dye; parental CHO-K1, ATP-induced calcium, Fluo-8 fluorescence; 0.63% of 330,000 active; inhibition, % at 5.6 µM;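 active = inhibition above that plate's mean sample inhibition plus 3 SD, cut at about 26% in these data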;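 note: 0% = ATP-challenged DMSO wells and 100% = DMSO wells without ATP; some compounds past the cut are filed as inactive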
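Material: Parental CHO cells | Reagent: ATP | Compound dosing: Single nominal dose of 5.6 µM per compound | Detection: Intracellular calcium via Fluo-8 no-wash fluorescent dye | Read-out: % inhibition of ATP-induced calcium mobilization | Benchmarks: Low control ATP plus DMSO, high control DMSO only | Replicates: Singlicate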
CHRM1 antagonist: human M1 muscarinic receptor antagonists, primary screen, CHO-K1 cells, Fluo-8 calcium fluorescence, 1536-well; AID 588852, 2011; Muscarinic acetylcholine receptor M1 (Homo sapiens), P11229; 1.3% of 360,000 active; CHO-K1 hM1, ACh EC80 antagonist; inhibition, % at 3 µM;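 active = percent inhibition above its own plate's cutoff, namely the mean of that plate's compound wells plus 3 SD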;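 note: peak over basal fluorescence ratio during 140 s after agonist addition; 0% = ACh EC80 plus DMSO and 100% = DMSO alone without agonist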
CHRM1 agonist: human M1 muscarinic receptor agonists, primary screen, Fluo-8 calcium fluorescence, CHO-K1 cells, HTS. 0.33% of 360,000 active. CHO-K1 hM1, agonist mode; 0% DMSO, 100% acetylcholine EC100. activation, % at 3 µM. Muscarinic acetylcholine receptor M1 (Homo sapiens), P11229;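 active = activation above the run's mean compound activation plus 3 SD, cut at about 16% in these data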;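 note: peak over basal fluorescence ratio within a 140 s kinetic read after compound addition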
CHO-K1 Ca ag: counter-screen for M1 agonists: effect in parental CHO-K1 cells | activation, % at 3 µM | 0.48% of 360,000 active | Fluo-8 calcium fluorescence; scaled to maximal ATP response, vehicle zero; in the data active = activation above about 15%;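 note: untransfected CHO-K1 host cells lacking M1 receptor as counterscreen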
TAAR1 antag: human TAAR1 antagonists, primary screen, Fluo-8 calcium fluorescence, CHO RD-HGA16 cells; Trace amine-associated receptor 1 (Homo sapiens), Q96RJ0; antagonist; inhibition, % at 3 µM; 1.5% of 360,000 active; AID 624466, 2012;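 active = inhibition above a per-plate cutoff, the mean inhibition of test compounds on that plate plus 3 SD, cut at about 49% in these data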;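 note: 0% = DMSO plus EC80 beta-PEA response and 100% = DMSO alone without agonist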
Target sequence (Q96RJ0 whole entry, looked up): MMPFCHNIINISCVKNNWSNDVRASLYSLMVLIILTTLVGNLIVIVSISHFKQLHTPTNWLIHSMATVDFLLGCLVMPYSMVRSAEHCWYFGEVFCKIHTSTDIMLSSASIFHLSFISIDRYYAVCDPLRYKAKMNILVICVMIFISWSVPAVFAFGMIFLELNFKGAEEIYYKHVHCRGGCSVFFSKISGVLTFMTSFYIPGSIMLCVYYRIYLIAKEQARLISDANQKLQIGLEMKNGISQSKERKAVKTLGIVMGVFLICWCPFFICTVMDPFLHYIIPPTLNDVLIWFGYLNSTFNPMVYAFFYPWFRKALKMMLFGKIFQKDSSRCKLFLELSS
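Test system: RD-HGA16 CHO cells with stable hTAAR1 and Gα16 / Probe or stimulus: EC80 β-phenethylamine stimulus / Times: seeding 17-24 h prior, 75-min 37 °C, 30-min RT dye loading / Detection: Fluo-8 calcium-sensitive fluorescence / Read-out basis: % inhibition scaled between DMSO and EC80 PEA controls / Repeats: singlicate, one well per test compound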
TAAR1 ag: human TAAR1 agonists, primary screen, Fluo-8 calcium fluorescence, CHO RD-HGA16 cells | Trace amine-associated receptor 1 (Homo sapiens), Q96RJ0 | 0.99% of 360,000 active | AID 624467, 2012 | vehicle wells 0%, saturating PEA agonist 100% | activation, % at 3 µM;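 active = activation above the mean activation of all test compounds in the run plus 3 SD, cut at about 38% in these data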
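Benchmarks: low control DMSO, high control PEA (EC100); System: CHO RD-HGA16 cells carrying human TAAR1 plus Gα16; Detection: Fluo-8 fluorescence, 5 s baseline then 140 s kinetic read; Schedule: 17-24 h plating, Fluo-8 75 min 37 °C, 30 min RT; Read-out basis: % activation from peak over basal fluorescence ratio, DMSO-to-PEA scaled.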
Numbers without * were called inactive; . = no result given; & = joins results of further samples. The order is random, and some 4.4% of all compounds hit somewhere here.

SMILES	CHO-K1 Ca PAM	CHO-K1 Ca antag	CHRM1 PAM	CHO parental Ca	CHRM1 antagonist	CHRM1 agonist	CHO-K1 Ca ag	TAAR1 antag	TAAR1 ag
CCOc1ccc(N(C)S(=O)(=O)c2cc(-c3cc(C)no3)ccc2CC)cc1	-13.7	-3.9	-13.3	64.2*	18.2	-3.5	1.5	58.3*	2.0
CCOc1ccc(NC(=O)CCN2CCN(C)CC2)cc1	18.5	-9.8	5.1	6.5	-6.3	-5.3	1.1	-0.7	3.3
COc1ccc(NC(=O)C2CCC(CNc3c(N4CCCCC4)c(=O)c3=O)CC2)cc1OC (stereo not given)	4.2&16.2	-14.5&-3.7	2.2&8.1	4.0	-3.6&-13.5	-1.6&-2.1	0.6&0.2	-5.5&-13.5	1.8&0.7
C=C1C[C@H](O)[C@@H]2[C@H](OC(=O)[C@H]2C)[C@H]2[C@H](C)[C@@H](O)C[C@@H]12	16.9	-6.3	12.4	-0.8	-7.7	0.3	0.1	-2.6	12.2
COc1ccc(-c2ncc(CN3CCN(CCC(C)C)C(CCO)C3)cn2)cc1 (stereo not given)	25.7	-3.9	4.0	-16.2	-1.8	-12.8	1.1	9.1	4.0
Cc1cc(/C=N/NC(=O)c2ccccc2F)c(C)n1-c1ccccc1	10.1	-10.1	13.4	-7.9	-16.7	-8.1	0.5	14.9	0.9
Cn1c(NC(=O)CCc2ccccc2)cc(=O)n(C)c1=O	15.0	1.7	4.8	-9.8	-7.0	-2.0	0.9	-24.1	1.4
C/[N+]([O-])=C\C1C(=O)CCCC1=O	12.4	-11.6	14.7	0.8	-17.8	-4.2	0.3	-8.4	2.2
Cc1ccc2nc(C)c3c(c2c1)OC(C(C)(Cl)Br)C3 (stereo not given)	22.3	-19.4	6.4	-28.0	-11.7	-4.3	1.1	-10.4	-2.2
Cn1c(=O)c2c(ncn2CC(=O)NC2CCCCC2)n(C)c1=O	1.0	-11.0	12.7	1.9	-9.6	2.1	0.0	-4.2	0.1
Cc1ccc(C(=O)CSc2nnc(-c3ccco3)n2C)cc1	6.5	-0.6	4.3	-13.3	4.3	-7.7	0.0	1.1	5.8
O=C(COC(=O)c1ccc(Cl)c(S(=O)(=O)N2CCCC2)c1)NC1CCCC1	16.4	-4.5	1.5	1.6	-3.7	-3.6	0.8	-20.4	10.8
Cc1cccc(N2CCN(S(=O)(=O)c3ccc4c(c3)CCC(=O)N4)CC2C)c1 (stereo not given)	16.6	-40.2	2.7	39.9*	-0.2	-1.0	1.2	18.0	10.3
CC(C(=O)Nc1ccccc1C(=O)N1CCOCC1)N(c1ccccc1)S(C)(=O)=O (stereo not given)	10.5	-0.3	2.5	-10.5	-17.4	-1.4	0.0	8.6	0.1
CCOCCCNCc1cc(Cl)ccc1OCC	-10.4	-4.8	3.4	-3.4	-10.3	-6.4	0.5	-21.0	-0.8
Cc1ccc(NC(=O)c2ncn(CCCN3CCN(Cc4cccc5ccccc45)CC3)n2)cc1C	5.5	1.4	-11.6	.	9.7	-2.4	0.9	24.2	21.1
COc1ccc(Br)c(C(=O)OCC(=O)N2CCc3ccccc32)c1	7.1	-11.2	4.3	-17.3	-4.6	-2.8	0.8	45.2	2.7
COc1cccc(NC(=S)NCc2ccccc2)c1	-0.2	-4.6	0.7	-7.6	-9.6	-2.8	0.4	16.0	-1.1
CCOc1ccc(NC(=O)Nc2ccc(Br)cn2)cc1	20.2	-8.4	8.5	-9.6	-8.7	-4.3	2.8	1.3	7.9
COc1ccc(CNC(=O)C2CCCN(S(=O)(=O)c3ccc4c(c3)C(C)(C)C(=O)N4C)C2)cc1 (stereo not given)	-6.6	13.4	-3.7	-8.1	1.8	-0.9	2.0	-11.1	2.1
O=C1c2ccccc2C(c2nnnn2-c2ccc3c(c2)OCCO3)N1Cc1ccc(F)cc1 (stereo not given)	16.4	-12.7	.	.	.	.	1.1	-13.5	3.3
O=C(NCc1ccccc1CN1CCCC1)C1CCN(S(=O)(=O)c2ccc(F)c(F)c2)CC1	15.4	-8.6	-19.5	-9.7	17.4	-7.7	0.6	-4.8	-2.0
CC1CCCN(c2nc(N(C)c3ccccc3)nc(N)c2[N+](=O)[O-])C1 (stereo not given)	-24.2	9.8	-12.3	-17.3	20.1	-3.8	2.0	-22.6	7.9
CC1CN(C(=O)CSc2nc(-c3ccc(F)cc3)cs2)CC(C)O1 (stereo not given)	21.7	-10.6	9.8	-24.1	-11.7	-2.7	1.0	5.3	15.4
CCOC(=O)[C@@H]1[C@H]2COc3ccccc3[C@H]2N2C(=O)N(c3ccc(Cl)cc3)C(=O)[C@]12C	28.8	-21.5	3.8	-32.6	-0.8	-3.9	0.5	3.2	10.3
(list continues)
SMILES	CHO-K1 Ca PAM	CHO-K1 Ca antag	CHRM1 PAM	CHO parental Ca	CHRM1 antagonist	CHRM1 agonist	CHO-K1 Ca ag	TAAR1 antag	TAAR1 ag
C#CCn1c(=NC(=O)CSCC(=O)N2CCOCC2)sc2ccccc21	19.0	-10.6	-2.2	-20.5	1.9	-10.2	1.8	-6.9	3.8
COc1ccccc1N(CC(=O)N1CCCCC1)S(=O)(=O)c1ccccc1	2.5	-13.2	0.4	-14.6	-6.0	-14.6	-0.3	-6.8	2.2
COCCSc1nc2c(c(=O)[nH]c(=O)n2C)n1CCC(C)C	-4.9	5.8	0.9	-3.8	3.6	-4.0	-0.1	-7.2	0.0
CC(C)(C)OC(=O)N1CCCC1C(=O)NC(Cc1ccccc1)C(=O)O (stereo not given)	11.3	-9.3	10.5	-3.0	-12.4	-1.5	-0.1	1.6	8.5
COc1ccc(C(=O)COC(=O)CNC(=O)c2cc(OC)cc(OC)c2)cc1	13.9	-12.0	8.0	-8.4	-7.6	-8.3	2.1	-5.8	0.2
Cc1nnc(SC(C)C(=O)NC2CCCc3ccccc32)n1-c1ccccc1 (stereo not given)	7.8	-12.2	10.0	-23.4	-8.3	-7.4	0.2	-23.0	8.6
N#C/C(=C(/O)CCl)c1nc(-c2ccccc2)cs1	-2.5	-1.8	14.8	-22.2	-13.6	-1.0	0.4	-6.0	2.5
CC(C)C[C@H](NS(=O)(=O)c1ccc(Br)cc1)C(=O)O	13.4	-9.5	4.6	-10.8	-7.3	-6.0	0.3	-9.3	5.7
CC(=O)c1ccc(-c2cccc(-c3cc(=O)oc4ccc(C(C)(C)C)cc34)c2)cc1	8.2	-9.1	-1.4	-20.6	2.1	-0.7	1.4	-8.5	-1.0
COc1cc2c(cc1OC)CN(c1nc(CN3CCOCC3)nc3sc4c(c13)CCC(C)C4)CC2 (stereo not given)	24.6	-12.3	1.1	-33.3	0.0	-13.2	2.7	2.7	0.2
CC(=O)N(C)c1ccc(N=Cc2c(O)ccc3ccccc23)cc1	-6.3	5.2	10.9	-9.6	-11.0	-2.8	-0.3	1.9	-0.9
O=C(N/N=C/c1cccc([N+](=O)[O-])c1)c1cc(-c2ccc3c4c(cccc24)CC3)n[nH]1	-9.5	-3.3	5.1	-9.7	-4.0	-6.0	0.5	-11.5	0.5
Nc1nc(=S)c2ncn([C@@H]3O[C@H](CO)[C@@H](O)[C@H]3O)c2[nH]1	24.3	-7.7	6.1	4.7	-31.7	-2.1	1.8	-13.8	1.3
CC(=O)Nc1ccc(NC(=O)C(C)OC(=O)c2cccc(S(=O)(=O)N3CCCC3)c2)cc1 (stereo not given)	-4.9	-7.9	0.6	0.3	-2.0	-5.2	0.7	-1.6	0.6
Cc1ccc(NC(=O)C2CSC3(C)CCC(=O)N23)cc1S(=O)(=O)N1CCCCCC1 (stereo not given)	-2.3	-12.5	-2.2	-31.4	-1.5	-3.4	5.8	24.7	4.8
O=C1OC(N2CCN(C/C=C/c3ccccc3)CC2)c2ccccc21 (stereo not given)	3.1	-10.0	1.7	0.9	-11.0	-3.1	-0.1	-1.5	3.4
Cn1cnnc1SC1c2cccc3cccc(c23)C1NS(=O)(=O)c1ccc(Cl)cc1 (stereo not given)	12.9	-10.6	7.9	-23.2	-5.6	-3.8	1.8	-22.9	3.5
COc1ccc(N=Nc2ccc3ccccc3c2)c(O)c1	-9.2	11.4	19.7	-9.7	-0.5	7.9	0.0	-2.8	1.6
O=C(NCCN1C(=O)S/C(=C\c2ccccc2)C1=O)c1cc(S(=O)(=O)N2CCOCC2)c(Cl)cc1Cl	-12.7	21.0	-6.3	18.6	43.3*	-4.0	15.1*	78.3*	25.5
O=C(N/N=C/c1ccccc1Cl)c1n[nH]c2c1CCCC2	29.7	-11.2	3.4	-13.4	3.0	-5.9	0.6	8.2	6.2
COc1cc(OC)cc(C(=O)N[C@H](C(=O)Nc2cccc(S(=O)(=O)N3CCCC3)c2)C(C)C)c1	13.1	-10.6	-16.0	-13.7	-6.3	-3.9	-0.3	-24.6	0.0
COc1ccccc1C(=O)Nc1ccnn1C1CCN(Cc2ncc[nH]2)CC1	3.9	-4.3	-0.9	-6.6	-1.9	-4.0	0.3	-21.4	5.7
O=C1C(Cc2ccccc2)S/C(=N/N=C/c2ccco2)N1c1ccccc1 (stereo not given)	21.9	-8.7	-5.8	-0.2	13.7	-1.5	3.6	16.7	28.9
CCn1nc(C)c(Br)c1Nc1ccc(Br)cc1	10.3	-6.4	2.7	-16.8	-2.0	-3.9	-0.2	16.9	0.1

Profiles from above.
`Cc1ccc(NC(=O)C2CSC3(C)CCC(=O)N23)cc1S(=O)(=O)N1CCCCCC1` (stereo not given) is listed as CHO-K1 Ca PAM: -2.3; CHO-K1 Ca antag: -12.5; CHRM1 PAM: -2.2; CHO parental Ca: -31.4; CHRM1 antagonist: -1.5; CHRM1 agonist: -3.4; CHO-K1 Ca ag: 5.8; TAAR1 antag: 24.7; TAAR1 ag: 4.8
`COc1ccccc1C(=O)Nc1ccnn1C1CCN(Cc2ncc[nH]2)CC1` is listed as CHO-K1 Ca PAM: 3.9; CHO-K1 Ca antag: -4.3; CHRM1 PAM: -0.9; CHO parental Ca: -6.6; CHRM1 antagonist: -1.9; CHRM1 agonist: -4.0; CHO-K1 Ca ag: 0.3; TAAR1 antag: -21.4; TAAR1 ag: 5.7
